# Screens deposited in PubChem by several laboratories.
# GlmU inhibition: inhibition of mycobacterial GlmU enzyme – biochemical, glucosamine-1-phosphate acetyltransferase (AID 1376) | M. tuberculosis GlmU acetyltransferase enzyme assay; higher % means a stronger effect | inhibition, %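 (tested at 30 µM in the primary screen)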, or IC50 in µM where a hit was titrated | 220,000 tested, 0.25% active; in the data active = inhibition above about 13%;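 note: 0% = complete reaction with vehicle and 100% = reaction without substrate; strong numbers were not always called active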
# Mtb RmlCD inh: blocks M. tuberculosis RmlC and RmlD coupled enzymes; P9WH09+P9WH11; RmlC+RmlD coupled enzyme assay, percent inhibition; primary screen in compound mixtures; inhibition, % at 3.6 µM; 160,000 tested, 0.03% active; AID 1533; in the data active = inhibition mostly above about 34%, no sharp cut-off; note: some results filed as inactive read as strong as hits
# Target sequence (P9WH09 whole entry, looked up): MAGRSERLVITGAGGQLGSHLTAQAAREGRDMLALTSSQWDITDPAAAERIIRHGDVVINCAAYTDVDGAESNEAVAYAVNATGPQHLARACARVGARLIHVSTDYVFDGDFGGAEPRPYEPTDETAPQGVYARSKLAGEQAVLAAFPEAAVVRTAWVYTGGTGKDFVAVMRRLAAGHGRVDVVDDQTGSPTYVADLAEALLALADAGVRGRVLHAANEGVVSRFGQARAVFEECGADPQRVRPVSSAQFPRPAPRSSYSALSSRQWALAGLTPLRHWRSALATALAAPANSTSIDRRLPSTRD
# Target sequence (P9WH11 whole entry, looked up): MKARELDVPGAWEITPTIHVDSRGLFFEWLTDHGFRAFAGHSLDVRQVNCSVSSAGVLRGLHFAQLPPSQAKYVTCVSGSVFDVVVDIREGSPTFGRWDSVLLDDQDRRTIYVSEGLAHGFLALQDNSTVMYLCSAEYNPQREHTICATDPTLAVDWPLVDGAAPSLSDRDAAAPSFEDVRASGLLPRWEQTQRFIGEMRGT
# * marks the source's active call; other numbers are inactive results; / = not tested or not shown.
# Results follow in this order: GlmU inhibition, Mtb RmlCD inh
- CC1CCc2sc(C(=O)Nc3ccc(C(N)=O)cc3)cc2C1 (stereo unspecified)
  1.9%, 0.8
- O=C(N[C@@H](Cc1ccccc1)C(=O)O)c1ccc(C(F)(F)F)cc1
  1.1%, /
- Cc1cccc2cc(/C=N/NC(=O)c3ccncc3)c(Cl)nc12
  -1.8%, /
- Cc1ccc(COc2ccccc2-c2cc(C(=O)N/N=C/c3cccnc3)[nH]n2)cc1
  -5.1%, -7.1
- CC(C)C(=O)O/N=C(\N)c1ccc(Oc2ccc(Cl)cc2)c([N+](=O)[O-])c1
  -6.9%, 11.2
- COc1ccc(Cn2ccnc2)cc1Br
  1.8%, -14.3
- CCCCC(=O)OCc1nc2ccccc2s1
  1.8%, 0.1
- CSc1nc(N)n2nc(-c3ccc(Cl)cc3)cc2n1
  -0.2%, 2.1
- CCc1ccc2c(c1)cc(CN(Cc1ccco1)C(C)=O)c1nnnn12
  -0.6%, /
- Cc1cc(=O)cc(C)n1-c1ccc2c(c1)nc(C)n2-c1ccccc1
  -0.4%, /
- Cc1sc2nc(CN3CCCC3)nc(N3CCN(C(=O)c4ccco4)CC3)c2c1C
  -5.2%, -3.3
- CN(C)C(=S)SCC(=O)Nc1ccc(Cl)cc1Cl
  -0.4%, 57.3
- CCN(CC)C(=O)c1ccc(NC(=O)c2cccc(C(F)(F)F)c2)cc1
  -3.5%, -6.2
- Cc1cc(C)nc(N/N=C/c2ccccc2OCc2cccc(Br)c2)n1
  3.2%, /
- CCOc1ccc(/C=N/OCC(=O)NC(c2ccccc2)c2ccccc2)cc1
  -2.2%, 6.4
- Cn1c(COc2ccc(Cl)cc2)nnc1SCc1ncc(-c2ccccc2)o1
  -1.6%, 8.4
- Cn1c(=O)c2c(nc(-n3ccnc3)n2Cc2ccccc2)n(C)c1=O
  0.9%, 1.5
- Cc1nc2cccc(C(=O)Oc3ccc([N+](=O)[O-])cc3)c2o1
  -3.1%, -10.2
- CN1C(N)=NC(=O)/C1=C/c1ccc(OC(F)(F)F)cc1
  -4.8%, 1.9
- FC(F)(F)c1cc(-c2cccs2)n[nH]1
  6.3%, 8.6
- O=C(c1c(O)c2ccccc2oc1=O)C1CCC1
  2.3%, /
- CC1CCc2nn(CC(=O)N3CCN(C(=O)c4ccco4)CC3)cc2C1 (stereo unspecified)
  -7.7%, 2.7
- O=C(CSc1nnnn1-c1ccccc1)CC(=O)Nc1ccc(Cl)cc1
  1.3%, /
- Cc1nc(NCC2CCCO2)c2nnn(Cc3c(F)cccc3Cl)c2n1 (stereo unspecified)
  -4.5%, -2.4
- CC12C(=O)N(NC(=O)c3ccncc3)C(=O)C1C1C=CC2C1 (stereo unspecified)
  -3.4%, 15.1
- Cc1cccc2sc(NC(=O)CCNS(=O)(=O)c3cccs3)nc12
  -1.3%, 20.3
- CCCCNc1nc(N)nc(-c2cc(Cl)ccc2O)n1
  3.5%, 9.2
- Fc1cccc(C2NCCc3[nH]cnc32)c1 (stereo unspecified)
  3.9%, 2.4
- CCOc1cc(/C=N\NC(=O)c2ccc(C)nc2)cc([N+](=O)[O-])c1O
  0.9%, -11.3
- C=CCSc1nc(-c2ccc3c(c2)OCO3)cc(C(F)(F)F)c1C#N
  /, 13.8
- CC1CC(C)CN(CCOCCSc2ccccc2)C1 (stereo unspecified)
  -2.1%, -10.8
- CC(/C=N/NC(=O)Cc1cccs1)=C\c1ccccc1
  1.2%, 6.7
- COc1ccc(CCn2c(C)c(C(C)=O)c(C(C)=O)c2C)cc1OC
  0.1%, -3.0
- CCN1CCN(C(=O)C23CCC(C)(C(=O)C2Br)C3(C)C)CC1 (stereo unspecified)
  5.8%, /
- CC(C)(CO)NC12CC3CC(CC(C3)C1)C2
  1.4%, -5.8
- Cc1cc(C)cc(NC(=O)Cn2ncn3c(cc4ccccc43)c2=O)c1
  7.6%, /
- Cc1ccn2c(NC(=O)c3cccs3)c(-c3ccccc3)nc2c1
  0.3%, 0.1
- CCOC(=O)CNC(=O)Cn1cnc2sc(C)c(S(=O)(=O)N3CCC(C)CC3)c2c1=O
  -0.7%, /
- O=C(CSc1nnnn1Cc1ccccc1)N1CCN(c2ccccc2)CC1
  /, 21.0
- O=C1OC2(CCCCC2)OC(=O)C1=CNc1nc2ccccc2s1
  0.9%, 6.6
- Cc1cccc(-c2nc3ccccc3c3nncn23)c1
  1.8%, 106.5
- CCCCc1c(O)c2ccccc2[nH]c1=O
  4.1%, 10.0
- CC(=O)Nc1ccc(NS(=O)(=O)c2cc(C)sc2C)cc1
  -0.7%, 12.0
- Cc1ccc(O)c(-c2cc3ccccc3[nH]2)c1
  -1.7%, /
- CCCc1cc(=O)[nH]c(SCc2cccc(C)c2)n1
  -2.1%, /
- CC1=C(C#N)C(=O)NC(=O)/C1=C\c1ccc(-c2cc(C)c(C)cc2[N+](=O)[O-])o1
  7.2%, -4.5
- CCCOc1ccc2oc(=O)c3c(c2c1)CCCN3C(=O)CN(C)Cc1ccccc1
  -0.4%, -5.7
- Cc1ccc2nc(NC(=O)c3ccc(NS(=O)(=O)c4cccs4)cc3)sc2c1
  2.0%, /
- CCCc1nn(C)c(C(=O)Nc2ccc3ccccc3c2)c1Cl
  0.7%, -7.7
- O=C(O)C1CC(c2ccccc2F)=NO1 (stereo unspecified)
  -1.7%, 11.3

# Remaining list, next part:
# Results follow in this order: GlmU inhibition, Mtb RmlCD inh
- COc1ccccc1N1CCN(C(=O)c2nn(-c3ccccc3OC)c(=O)c3ccccc23)CC1
  2.2%, -13.2
- Cn1c(=O)oc2cc(S(=O)(=O)N3CCOCC3)ccc21
  -3.6%, 13.0
- Cc1c(N=C2NN=C(c3c[nH]c4ccccc34)CS2)c(=O)n(-c2ccccc2)n1C
  -0.8%, -8.6
- CC(C)CCNC(=O)c1nnc(Cc2ccc(Cl)cc2)o1
  8.2%, /
- CC(=O)c1c(C)[nH]c(C(=O)OCC(=O)Nc2cc(S(=O)(=O)N3CCCC3)ccc2Cl)c1C
  -2.1%, -11.1
- c1ccc2c(c1)OCC(CNc1ncnc3nc[nH]c13)O2 (stereo unspecified)
  2.8%, /
- Cn1c(SCC(=O)NCc2ccc3c(c2)OCO3)nnc1-c1cccs1
  2.3%, -2.1
- COC(=O)c1sc2nc(C)nc(SCC(=O)N3CCC(C(=O)O)CC3)c2c1C
  5.3%, -5.8
- CCOC(=O)c1[nH]c2cc3c(cc2c1NC(=O)CN1CCCCC1C)OCO3 (stereo unspecified)
  /, 8.0
- COc1cc(C[C@H](C)[C@H](C)Cc2ccc3c(c2)OCO3)ccc1O
  4.1%, 1.2
- CCOC(=O)N1CCC(N2CCN(Cc3ccc(C)o3)C(CCO)C2)CC1 (stereo unspecified)
  -2.2%, /
- CC1(C)N([O-])C2=C(c3ccccc3C2=O)[N+](=O)C1(C)C
  15.8%, /
- CCOC(=O)Cc1csc(NC(=O)NC2(C(F)(F)F)Oc3ccccc3O2)n1
  0.4%, 6.8
- CN1CC(=O)NC1=NC(=O)C12CC3CC(CC(C3)C1)C2
  -1.6%, -37.4
- O=C(NC1(C(F)(F)F)N=C2SCCN2C1=O)c1cccnc1 (stereo unspecified)
  -5.6%, -13.5
- C/C=C(\C)C(=O)NNC(=O)c1sc(-c2ccccc2)nc1C
  2.6%, -8.0
- Cc1ccc(S(=O)(=O)N2CCC(C(=O)Nc3nnc(COc4ccccc4)s3)CC2)cc1
  0.9%, 10.9
- O=C(CSc1nc2c(c(C(F)(F)F)n1)CCc1ccccc1-2)NCc1ccc(F)cc1
  -2.4%, /
- CCOC(=O)CSc1nnc(-c2c[nH]c3ccccc23)n1CC
  -4.4%, -4.5
- Cc1cc(C(=O)COC(=O)c2ccc(O)cc2)c(C)n1CCc1ccc(F)cc1
  -6.1%, 5.8
- COc1ccc(C2CC(c3cccs3)=Nc3ccccc3S2)cc1 (stereo unspecified)
  -0.3%, /
- CN(C)c1ccc(C(=O)Nc2nc3c(s2)CCCC3)cc1
  8.4%, 8.9
- COc1ccc2cc1Oc1ccc(cc1)CC1c3c(cc(OC)c4c3Oc3cc5c(cc3O4)CCNC5C2)CCN1C (stereo unspecified)
  -4.1%, /
- O=C(NNC(=O)c1sc2ccccc2c1Cl)Nc1ccc(Cl)cc1
  2.6%, 38.3
- COc1ccc(N=C2SC(CC(=O)Nc3ccc(F)cc3)C(=O)N2Cc2ccco2)cc1 (stereo unspecified)
  3.5%, 4.1
- CCC(C)/C(C)=N/Nc1ccc(S(N)(=O)=O)cc1[N+](=O)[O-] (stereo unspecified)
  -2.9%, 3.2
- Oc1c(Cl)cc(Cl)cc1/C=N/NC(=S)NC1CC2C=CC1C2 (stereo unspecified)
  4.4%, 31.2
- C/C(=N/NC(=O)c1ccncc1)c1cc2ccc(O)cc2oc1=O
  4.3%, -2.0
- CC[C@H](NC(=O)c1c(C)c(-c2ccccc2)nc2ccccc12)c1ccccc1
  -2.5%, /
- CCOC(=O)N1CCC(c2cc(=O)n(-c3ccccc3)[nH]2)CC1
  -1.0%, 0.8
- COc1ccc(NC(=O)COC(=O)c2cc(OC)c(OC)c(OC)c2)c([N+](=O)[O-])c1
  2.2%, /
- O=C(NC1CCCc2ccccc21)C1CCN(S(=O)(=O)c2cnc[nH]2)CC1 (stereo unspecified)
  -1.3%, /
- O=C(O)CCSCC(=O)Nc1c(C(=O)C2CC2)oc2ccccc12
  -2.6%, /
- COc1ccccc1CN1CCN(C(=O)Cc2ccccc2)CC1
  6.5%, /
- CC(=O)O[C@@H]1[C@H](OC(=O)CC(C)C)c2c(ccc3ccc(=O)oc23)OC1(C)C
  1.8%, /
- O=C(Cc1cccs1)N1CCN=C1SCc1cccc(F)c1
  1.6%, -11.3
- O=C1/C(=C/c2cccnc2)SC(=S)N1c1ccc(F)cc1
  0.6%, -3.0
- CC(C)c1nnc(NC(=O)Cc2ccc(Br)cc2)s1
  2.4%, /
- COc1ccc(OCCCC(=O)Nc2cc([N+](=O)[O-])ccc2C)cc1
  0.1%, -3.0
- CCNc1nc(NCC)nc(Oc2ccc(C(=O)OC)cc2)n1
  1.0%, -9.0
- CC1(C)CC(CCC(=O)NC(=S)Nc2ccccc2Cl)C(=O)O1 (stereo unspecified)
  -0.2%, 6.0
- Cc1cc(C)n2nc(C(=O)OCC(=O)Nc3ccc4c(c3)OCO4)nc2n1
  0.7%, 5.5
- CN(N)c1nc(C(F)(F)F)nc2ccccc12
  0.8%, 10.8
- COc1cccc2c(=O)n(CC(=O)Nc3ccccc3F)ccc12
  5.5%, 11.8
- COc1ccc(NC(=O)CSc2nnc(-c3ccncc3)n2CC2CCCO2)c(OC)c1 (stereo unspecified)
  1.7%, /
- CCOC(=O)/C(C#N)=N/Nc1ccccc1C#N
  2.1%, -17.2
- COCCOc1ccc(C(F)(F)F)cc1NC(=O)c1ccccc1
  1.5%, 25.2
- COc1ccc(OC)c(NC(=O)c2ccc(CN3CCOCC3)cc2)c1
  -0.5%, -6.8
- COC(=O)c1n[nH]nc1-c1ccccc1
  2.8%, 3.1
- O=C(NC1CC2CCCC(C1)N2S(=O)(=O)c1ccccc1)C1CCCCC1 (stereo unspecified)
  0.4%, /

# Next structures
# Results follow in this order: GlmU inhibition, Mtb RmlCD inh
- C#CCOCCOCCOCCNc1nc(N2CCN(C(=O)C([C@@H](C)CC)n3cc(C(N)COC(=O)C(F)(F)F)nn3)CC2)nc(N2CCN(C(=O)[C@H](Cc3ccc(O)cc3)n3cc(C(N)[C@H](C)CC)nn3)CC2)n1 (stereo partly specified)
  -8.8%, /
- N#CC1=C(N)OC2=C(C(=O)CCC2)C1c1ccoc1 (stereo unspecified)
  -2.4%, 7.4
- CC(C)Oc1cc(N)c(Cl)cc1Cl
  0.7%, -1.6
- CN(C1CCCCC1)S(=O)(=O)c1ccc(C(=O)N2CCN(c3nc4ccccc4s3)CC2)cc1
  -2.1%, /
- CC1CCN(C(=O)CSCC(=O)O)CC1
  3.1%, -2.5
- COc1ccc(C(=O)Nc2sc3c(c2C(=O)NCc2ccco2)CCCC3)cc1OC
  -1.0%, /
- O=C(CCC(=O)N1CCN(S(=O)(=O)c2cccc(F)c2)CC1)c1cccs1
  -0.4%, -38.4
- FC(F)(F)c1cccc(CN2CCCCCC2)c1
  -0.3%, /
- COc1cc(NC(=O)CN(C)Cc2cccc(F)c2)c(C)cc1[N+](=O)[O-]
  4.9%, -8.1
- Cc1ccnc(SCC(=O)N2CCC(C(N)=O)CC2)n1
  -0.3%, 12.0
- Fc1ccccc1N1CCN(C(c2ccncc2)c2nnnn2C2CCCC2)CC1 (stereo unspecified)
  1.2%, 10.4
- COC(=O)CC(=O)CSc1nc2c(cc1C#N)CCCCC2
  6.5%, /
- O=C(CSc1nnc(CNC(=O)c2ccco2)o1)NC1CCCC1
  4.1%, 6.8
- CCOc1ccc2oc(C(=O)NC3CCN(Cc4ccccc4)CC3)c(C)c2c1
  5.4%, 11.7
- Cc1cc(C)nc(NS(=O)(=O)c2ccc(NC(=O)CSc3ncn[nH]3)cc2)n1
  -2.4%, -9.2
- CN(C)C(=O)On1c(-c2ccccc2)nc2ccc(Cl)cc21
  4.0%, 0.9

# Another view of some results above.
CCOc1ccc2oc(C(=O)NC3CCN(Cc4ccccc4)CC3)c(C)c2c1
  GlmU inhibition = 5.4%; Mtb RmlCD inh = 11.7
Cc1cc(C)nc(NS(=O)(=O)c2ccc(NC(=O)CSc3ncn[nH]3)cc2)n1
  GlmU inhibition = -2.4%; Mtb RmlCD inh = -9.2
Fc1ccccc1N1CCN(C(c2ccncc2)c2nnnn2C2CCCC2)CC1 (stereo unspecified)
  GlmU inhibition = 1.2%; Mtb RmlCD inh = 10.4
O=C(CSc1nnc(CNC(=O)c2ccco2)o1)NC1CCCC1
  GlmU inhibition = 4.1%; Mtb RmlCD inh = 6.8

# The list is partial; count on the stated rates, not on these rows.
